Compound activity: PubChem BioAssay, Broad Institute
IDH1 mut inh: inhibitors of human IDH1 R132H | IDH1 R132H reductase, diaphorase/resazurin fluorescence, 60 min | inhibition, % at 10 µM | 70,000 compounds, 0.18% hits | AID 624101; in the data active = inhibition above about 34%;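 note: 0% = DMSO and 100% = no enzyme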
Target sequence (O75874 whole entry R132H): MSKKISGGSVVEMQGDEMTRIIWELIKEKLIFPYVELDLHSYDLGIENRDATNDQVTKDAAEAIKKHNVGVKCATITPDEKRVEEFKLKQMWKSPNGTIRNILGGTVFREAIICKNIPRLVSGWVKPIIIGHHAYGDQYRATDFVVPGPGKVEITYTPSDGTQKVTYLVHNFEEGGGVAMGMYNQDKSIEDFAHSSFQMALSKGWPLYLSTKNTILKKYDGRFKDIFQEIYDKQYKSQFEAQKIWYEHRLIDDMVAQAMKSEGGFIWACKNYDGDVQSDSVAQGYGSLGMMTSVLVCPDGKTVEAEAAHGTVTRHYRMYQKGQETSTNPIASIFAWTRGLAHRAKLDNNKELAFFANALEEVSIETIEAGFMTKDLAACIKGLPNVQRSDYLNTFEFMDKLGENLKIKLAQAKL
EZH2 inh: EZH2 (human) methyltransferase inhibition | Q15910 | PRC2 H3K27 methylation, DELFIA TRF, 1 h | inhibition, % at 12.5 µM | 57,000 compounds, 0.35% hits | AID 651548;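 active = mean inhibition of replicates at least 50% and every single replicate also reaching 50%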;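 note: dimethyl H3K27 on biotinylated H3 21-44 peptide detected by antibody; plate controls were median neutral control wells for no effect and median positive control wells for full effect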
* marks the source's active call; other numbers are inactive results; . = not tested or not shown. These rows are one share of the data; count on the stated rates, not on these rows.

Start of the data: the first 7 entries, ahead of the listing:
Structure	IDH1 mut inh	EZH2 inh
C/C=C/c1cnc2c(c1)C(=O)N([C@H](C)CO)C[C@@H](C)[C@@H](CN(C)C(=O)c1cccnc1)O2	-2.9	-3
CO[C@H]1CC[C@@H]2CCOc3c(C#N)cccc3C(=O)N(C)CC3(CCCCC3)CC(=O)N(C)C[C@H]1O2	-0.3	6
C[C@@H]1CN([C@@H](C)CO)C(=O)c2cccc(NC(=O)C3CCCCC3)c2O[C@H]1CN(C)S(=O)(=O)c1cccs1	1.6	.
O=C(NCc1ccccn1)C(=O)Nc1cccc(Cl)c1Cl	0.1	0
C[C@H](CO)N1C[C@H](C)[C@H](CN(C)C(=O)Nc2ccc3c(c2)OCO3)Oc2ccc(NC(=O)Cc3cn(C)c4ccccc34)cc2C1=O	-18	.
C[C@@H]1CN([C@H](C)CO)C(=O)Cc2cc(NC(=O)Nc3ccccc3)ccc2O[C@H]1CN(C)Cc1ccc2c(c1)OCO2	-4.7	-10
Cc1ccc(Cl)cc1NC(=O)CSc1cc(C)c2cccc(C)c2n1	-0.1	17

The whole of this part, from the start:
Structure	IDH1 mut inh	EZH2 inh
C/C=C/c1cnc2c(c1)C(=O)N([C@H](C)CO)C[C@@H](C)[C@@H](CN(C)C(=O)c1cccnc1)O2	-2.9	-3
CO[C@H]1CC[C@@H]2CCOc3c(C#N)cccc3C(=O)N(C)CC3(CCCCC3)CC(=O)N(C)C[C@H]1O2	-0.3	6
C[C@@H]1CN([C@@H](C)CO)C(=O)c2cccc(NC(=O)C3CCCCC3)c2O[C@H]1CN(C)S(=O)(=O)c1cccs1	1.6	.
O=C(NCc1ccccn1)C(=O)Nc1cccc(Cl)c1Cl	0.1	0
C[C@H](CO)N1C[C@H](C)[C@H](CN(C)C(=O)Nc2ccc3c(c2)OCO3)Oc2ccc(NC(=O)Cc3cn(C)c4ccccc34)cc2C1=O	-18	.
C[C@@H]1CN([C@H](C)CO)C(=O)Cc2cc(NC(=O)Nc3ccccc3)ccc2O[C@H]1CN(C)Cc1ccc2c(c1)OCO2	-4.7	-10
Cc1ccc(Cl)cc1NC(=O)CSc1cc(C)c2cccc(C)c2n1	-0.1	17
COC(=O)c1cc(NC(=O)CSC2=NCCS2)cc(C(=O)OC)c1	2.1	-12
CCCNC(=O)Nc1ccc2c(c1)OC[C@H](C)N(CCC(F)(F)F)C[C@H](C)[C@H](OC)CN(C)C2=O	-0.2	-15
COC(=O)COc1cccc(NC(=O)c2cc(OC)cc(OC)c2)c1	-0.9	-6
O=C(Nc1ccc(Cl)c(Cl)c1)N[C@H]1CC[C@H](CCn2cc(C3CC3)nn2)O[C@H]1CO	-0.1	1
COc1ccccc1-n1c(SCC(=O)c2ccc(Cl)cc2)nc2ccccc2c1=O	-0.2	1
O=C(C[C@H]1CC[C@H](NC(=O)Nc2ccccc2)[C@@H](CO)O1)NCc1cccc(F)c1	0.0	5
CNC[C@@H]1OCCCC[C@@H](C)Oc2ccc(NC(=O)Nc3ccc4c(c3)OCO4)cc2C(=O)N([C@H](C)CO)C[C@@H]1C	.	5
C[C@H](CO)N1C[C@H](C)[C@H](CN(C)S(=O)(=O)c2ccc(F)cc2)Oc2ncc(C#Cc3ccc(F)cc3)cc2C1=O	0.7	-15
CCn1c(SCC(=O)c2ccc(OC)cc2)nnc1-c1cccs1	0.1	12
CO[C@@H]1CN(C)C(=O)c2ccc(NC(=O)Nc3ccccc3)cc2OC[C@H](C)N(C(=O)CC2CC2)C[C@H]1C	-0.3	-12
COc1ccc(-c2cc3ccccc3oc2=O)cc1NC(=O)COc1ccc(Br)cc1	0.2	-7
C[C@H](CO)N1C[C@H](C)[C@@H](CN(C)C)Oc2ccc(NS(=O)(=O)c3ccc(Cl)cc3)cc2C1=O	-5.0	4
C[C@@H]1CN([C@@H](C)CO)C(=O)c2cc(C#C[C@@H](C)O)cnc2O[C@@H]1CN(C)Cc1ccc(-c2ccccc2)cc1	-9.3	-26
C[C@@H]1CN([C@H](C)CO)C(=O)c2cc(NC(=O)Nc3ccc(F)cc3)ccc2O[C@@H](C)CCCCO[C@@H]1CN(C)Cc1ccc(C(F)(F)F)cc1	-2.8	.
C[C@H]1CN([C@@H](C)CO)S(=O)(=O)c2ccc(-c3ccccc3F)cc2O[C@@H]1CN(C)C(=O)C1CC1	0.0	-9
CCN(CC)CCOC(=O)c1cc(Cl)c(N)cc1OC	0.0	21
CCc1nc2sc3c(c2c2nnc(SCC(=O)Nc4ccccc4)n12)CCC3	0.0	-11
C[C@@H]1CN([C@@H](C)CO)C(=O)c2cc(NC(=O)C3CC3)ccc2O[C@H]1CN(C)C(=O)Nc1ccc(C(F)(F)F)cc1	-0.4	.
C[C@H](CO)N1C[C@H](C)[C@H](CN(C)C(=O)Nc2ccc3c(c2)OCO3)Oc2ccc(NS(=O)(=O)c3cn(C)cn3)cc2CC1=O	-1.7	.
Cc1noc(C)c1NC(=O)Nc1cccc2c1O[C@@H](CN(C)Cc1ccc(C(=O)Nc3ccccc3N)cc1)[C@@H](C)CN([C@H](C)CO)C2=O	.	-15
O=C(C[C@@H]1C[C@@H]2c3cc(NC(=O)Nc4ccc(C(F)(F)F)cc4)ccc3O[C@@H]2[C@H](CO)O1)NCc1ccc(Cl)cc1	-0.3	-3
CO[C@H]1CC[C@H]2CCOc3c(C#N)cccc3C(=O)N(C)[C@H](C)C(=O)N(C)C[C@H]1O2	-0.1	-3
CNC[C@H]1Oc2ccc(NC(=O)Nc3ccc(OC)cc3)cc2CC(=O)N([C@@H](C)CO)C[C@H]1C	0.1	2
CO[C@H]1CN(C)C(=O)c2ccc(NC(=O)c3ccc(Oc4ccccc4)cc3)cc2OC[C@@H](C)NC[C@H]1C	-0.3	-18
CCOC(=O)c1c(NC(=O)CSc2ncn[nH]2)sc(C)c1C	0.3	3
C[C@H]1CN([C@@H](C)CO)C(=O)c2cc(NS(=O)(=O)c3ccc(F)cc3)ccc2O[C@@H]1CN(C)C(=O)Nc1ccc(C(F)(F)F)cc1	0.2	.
C[C@H](CO)N1C[C@H](C)[C@H](CN(C)C(=O)c2ccncc2)OCCCC[C@H](C)Oc2ccc(NS(C)(=O)=O)cc2C1=O	1.8	.
O=C(NCC[C@H]1CC[C@H](NC(=O)C2CCOCC2)[C@@H](CO)O1)Nc1ccc(Cl)cc1	-0.4	-6
C[C@@H]1CCCCO[C@H](CN(C)Cc2ccc3c(c2)OCO3)[C@H](C)CN([C@H](C)CO)C(=O)c2cc(NS(=O)(=O)c3cn(C)cn3)ccc2O1	2.1	.
C[C@@H]1CN([C@@H](C)CO)C(=O)c2cc(C#CCN(C)C)cnc2O[C@@H]1CN(C)Cc1ccc(C(=O)O)cc1	0.5	.
COc1ccccc1NC(=O)C1=C(C)Nc2nnnn2C1c1cccnc1 (stereo unspecified)	0.6	-9
CN1CCN(C(=O)C[C@H]2C[C@H]3c4cc(NC(=O)NC5CCCC5)ccc4O[C@H]3[C@@H](CO)O2)CC1	0.0	-5
C=C1CCC2(C(=O)O)CCC3(C)C(=CCC4C5(C)C[C@@H](O)[C@H](O)C(C)(CO)C5CCC43C)C2C1C (stereo partly specified)	0.2	.
C[C@@H]1CN([C@H](C)CO)C(=O)c2cc(-c3ccc(F)cc3)cnc2O[C@@H]1CN(C)C(=O)CN(C)C	-1.4	7
CN(C)CCn1nnnc1SCC1=C(C(=O)O)N2C(=O)[C@@H](NC(=O)Cc3csc(N)n3)[C@H]2SC1	3.2	-15
CC(C)[C@H](C)NC(=O)N(C)C[C@@H]1OCc2ccccc2-c2ccccc2C(=O)N([C@@H](C)CO)C[C@H]1C	-2.0	11
C[C@@H]1CN([C@@H](C)CO)C(=O)Cc2cc(NS(=O)(=O)c3cccs3)ccc2O[C@H]1CN(C)C	0.6	2
C[C@H](NC(=O)C[C@@H]1C[C@H]2c3cc(NC(=O)NC4CCCCC4)ccc3O[C@H]2[C@@H](CO)O1)c1ccccc1	0.1	-7
COc1ccccc1NC(=O)N[C@H]1CC[C@H](CCNC(=O)Cc2ccccn2)O[C@H]1CO	-0.2	1
COCC(=O)N(C)C[C@@H]1Oc2cc(C#CC(C)C)ccc2S(=O)(=O)N([C@H](C)CO)C[C@H]1C	-0.1	.
CNC(=O)CN(c1ccc(C)cc1)S(=O)(=O)c1ccccc1	-0.3	.
Cc1ccc(S(=O)(=O)NCC(=O)Nc2cccc([N+](=O)[O-])c2)cc1	0.5	19
C[C@H](CO)N1C[C@H](C)[C@H](CN(C)C(=O)NC2CCCCC2)Oc2c(NC(=O)CCCCCC(=O)Nc3ccccc3N)cccc2C1=O	.	-36
Cc1noc(C)c1NC(=O)Nc1ccc2c(c1)CC(=O)N([C@@H](C)CO)C[C@@H](C)[C@H](CN(C)Cc1ccc(-c3ccccc3)cc1)O2	0.5	.
c1ccc(CCNc2ncnc3scc(C4COc5ccccc5O4)c23)cc1 (stereo unspecified)	-0.3	26
O=C(NCC[C@H]1CC[C@H](NS(=O)(=O)c2cccc(F)c2)[C@H](CO)O1)c1cnccn1	0.1	2
Cc1noc(C)c1NC(=O)N[C@@H]1C=C[C@H](CC(=O)NCc2ccc(Cl)c(Cl)c2)O[C@H]1CO	0.2	1
CO[C@@H]1CN(C)C(=O)c2cc(NC(=O)NC(C)C)ccc2OC[C@H](C)N(CC2CC2)C[C@@H]1C	-0.3	7
C[C@H](O)C#Cc1cnc2c(c1)C(=O)N([C@H](C)CO)C[C@H](C)[C@H](CN(C)C(=O)Cc1ccccn1)O2	-1.2	7
COC(=O)c1c(NC(=S)Nc2cc3oc4ccccc4c3cc2OC)sc2c1CCC2	0.4	-9
CNC[C@H]1Oc2c(NC(=O)C3CCOCC3)cccc2C(=O)N([C@H](C)CO)C[C@@H]1C	-0.3	15
C[C@H]1CCCCO[C@H](CN(C)C(=O)Nc2ccc(F)cc2)[C@@H](C)CN([C@@H](C)CO)C(=O)c2cc(NS(=O)(=O)c3ccc(Cl)cc3)ccc2O1	0.3	.
O=C(NCC[C@H]1CC[C@H](NC(=O)Nc2cc(F)ccc2F)[C@H](CO)O1)Nc1ccc(Cl)cc1	0.1	-16

New compounds follow.
Structure	IDH1 mut inh	EZH2 inh
C[C@@H]1CN([C@H](C)CO)C(=O)c2cc(NC(=O)Cc3ccccc3)ccc2O[C@@H]1CN(C)Cc1ccccc1	1.6	0
CCCNC(=O)N1C[C@H](C)[C@H](OC)CN(C)C(=O)c2cc(NS(=O)(=O)CC)ccc2OC[C@H]1C	0.2	-5
Cc1cccc(/C=C/c2ccccc2)n1	-1.1	12
C[C@H]1CN([C@@H](C)CO)C(=O)c2cc(NC(=O)CCCCCC(=O)Nc3ccccc3N)ccc2O[C@@H]1CN(C)C(=O)Nc1ccc(F)cc1	0.1	7
C/C=C/c1ccc2c(c1)O[C@H](CN(C)C(=O)NCCC)[C@@H](C)CN([C@H](C)CO)S2(=O)=O	-14	-7
CC(C)NC(=O)N(C)C[C@@H]1OCCCC[C@@H](C)Oc2ccc(NC(=O)Nc3ccccc3)cc2C(=O)N([C@@H](C)CO)C[C@@H]1C	-0.2	1
C[C@H](CO)N1C[C@H](C)[C@H](CN(C)C(=O)Cc2ccccn2)Oc2ncc(C#CC3CC3)cc2C1=O	.	-2
O=C(c1ccco1)N(Cc1ccco1)c1ccc(O)cc1	0.3	-7
COc1ccc(-c2ccc3c(c2)O[C@@H](CN(C)C)[C@H](C)CN([C@H](C)CO)S3(=O)=O)cc1	-1.3	0
COc1cccc(CNC(=O)C[C@H]2C=C[C@@H](NS(=O)(=O)c3ccccc3OC)[C@H](CO)O2)c1	-0.1	3
Cc1noc(C)c1NC(=O)Nc1ccc2c(c1)C(=O)N([C@@H](C)CO)C[C@@H](C)[C@@H](CN(C)S(=O)(=O)c1ccccc1)O2	-2.6	.
CN(C)C(=O)C[C@H]1C[C@H]2c3cc(NC(=O)Nc4ccccc4F)ccc3O[C@H]2[C@H](CO)O1	-1.8	3
C[C@@H]1CN([C@@H](C)CO)C(=O)c2cc(NC(=O)CCC(F)(F)F)ccc2O[C@@H](C)CCCCO[C@H]1CN(C)S(=O)(=O)c1cccs1	-0.6	.
Cc1noc(C)c1S(=O)(=O)N(C)C[C@@H]1Oc2ccc(NS(=O)(=O)c3cccs3)cc2CC(=O)N([C@@H](C)CO)C[C@H]1C	2.1	.
O=C(N[C@H]1C=C[C@@H](CC(=O)N2CCOCC2)O[C@H]1CO)c1ccc2c(c1)OCO2	0.0	0
C/C(=N\O)C(C)(C)Nc1cc(C(F)(F)F)cc(C(F)(F)F)c1	1.5	-12
C[C@@H]1CN([C@@H](C)CO)C(=O)c2cc(NC(=O)NC3CCCCC3)ccc2O[C@H]1CN(C)S(C)(=O)=O	2.5	11
C/C=C/c1cnc2c(c1)C(=O)N([C@@H](C)CO)C[C@@H](C)[C@@H](CN(C)C(=O)c1cccc(F)c1)O2	1.3	7
C[C@@H]1CN([C@@H](C)CO)C(=O)c2cccc(NC(=O)c3ccc(-c4nccs4)cc3)c2O[C@@H]1CN(C)C(=O)Nc1cccc2ccccc12	0.7	.
CNC[C@H]1Oc2ncc(-c3ccccc3F)cc2C(=O)N([C@@H](C)CO)C[C@H]1C	1.7	-8
O=C(C[C@H]1C[C@@H]2c3cc(NC(=O)CC4CC4)ccc3O[C@@H]2[C@H](CO)O1)NCCc1ccccc1	0.3	-18
C[C@@H]1CCCCO[C@H](CN(C)C(=O)Nc2ccc(C(F)(F)F)cc2)[C@@H](C)CN([C@@H](C)CO)C(=O)c2cc(NC(=O)Cc3ccccc3)ccc2O1	1.6	.
